Screens (PubChem BioAssay)
West Nile virus CPE = West Nile virus antiviral activity, cell-based, CPE readout (AID 1621). CPE inhibition, % at 10 µM, or IC50 in µM where a hit was titrated. 0.02% of 290,000 active. West Nile virus-infected cells, CPE inhibition; higher % means a stronger effect; in the data active means a potency from the dose series; inconclusive means CPE inhibition mostly from about 3.7% at the one dose, without a potency; inactive means the rest, 99 in 100 with CPE inhibition below about 2.2%; further: strong numbers were not always called active
WT yeast gro inh = growth inhibition of WT strain, primary screen, mitochondrial fusion inhibitor project, WT and mutant strains, chemical genetic; mitochondrial fusion phenotypic screen; inhibition, % at 10 µM; 2.1% of 190,000 active; in the data active means inhibition above about 58%; tested in S. cerevisiae
MgcRacGAP inhibition = MgcRacGAP GTPase-activating activity inhibitors, confirmation, biochemical, ADP Hunter fluorescence; 0.6% of 340,000 active; MgcRacGAP-stimulated Rac1 GTP hydrolysis, ADP Hunter fluorescence; higher % means a stronger effect; GST-tagged Rac1 F28L mutant substrate; AID 624330, 2012; inhibition, % at 30 µM, or IC50 in µM where a hit was titrated;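 active means first-screen hits whose inhibition reached a set limit at any dose in the follow-up dose series; inconclusive means inhibition above the set first-screen limit but never retested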;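 further: fluorescence reports GDP produced by GAP-driven GTP hydrolysis; strong numbers were not always called active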
RSV antiviral HEp-2 = RSV antiviral activity via CPE protection, HEp-2 cells, primary 10 µM value included (AID 2391); HEp-2 cells, RSV-induced CPE inhibition; higher % means a stronger effect; 0.13% of 310,000 active; CPE inhibition, % at 10 µM; hits with a dose series show IC50 in µM; in the data active means a potency from the dose series; inconclusive means CPE inhibition mostly from about 23% at the one dose, without a potency; inactive means the rest, 99 in 100 with CPE inhibition below about 21%; further: strong numbers were not always called active
Salmonella PhoP GFP = inhibitors of PhoP regulon expression, primary screen, Salmonella Typhimurium, GFP reporter (AID 1863); inhibition, % at 50 µM, or IC50 in µM where a hit was titrated; S. Typhimurium PhoP-regulated promoter GFP reporter, 4 h; higher % means a stronger effect; 0.16% of 300,000 active;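 active means inhibition over 29.93%, a cutoff 3 SD above the screen mean, later confirmed by dose response; inconclusive means inhibition over 29.93% but no dose response follow-up; inactive means inhibition at most 29.93% or unconfirmed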;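 further: 0% = low Mg2+ inducing control and 100% = high Mg2+ repressing control; strong numbers were not always called active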
Large T inhibition = SV40 large T antigen inhibitors, biochemical (AID 1903); SV40 large T antigen ATPase/helicase inhibition assay; higher % means a stronger effect; one-dose inhibition, % at 20 µM; IC50 in µM for titrated hits; 0.39% of 310,000 active; in the data active means a potency from the dose series; inconclusive means inhibition mostly from about 32% at the one dose, without a potency; inactive means the rest, 99 in 100 with inhibition below about 32%; further: strong numbers were not always called active
Myeloid diff 2 = induction of myeloid progenitor differentiation, primary screen, cell-based, flow cytometry, MLPCN library; ER-HoxA9 myeloid progenitors, lysozyme-GFP differentiation; calls only at 10 µM; AID 624256, 2012; 1% of 360,000 active;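 active means normalized GFP-positive differentiation at or above the plate's own cutoff, the solvent-only control mean plus 3 SD; inconclusive means no clear call, values can overlap the other calls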;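 further: cells exposed to compound for four days before flow analysis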
T cell HTS = modulators of CD8 T cell-vesicle binding, primary screen, mouse 2C CD8+ T cells, flow cytometry. calls only at 7 µM. 2C CD8+ T cell-vesicle binding; active compounds read low. AID 2052, 2009. 0.068% of 330,000 active;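 active means response, share of CD8 T cells binding vesicles, and their 90th percentile fluorescence all below set limits, cut at about 80% in these data, passing the limit was not always enough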
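Material: murine 2C transgenic CD8+ T lymphocytes / Also added: QL9-peptide-loaded Drosophila micro-vesicles bearing Ld, ICAM-1 and B7-1 / Schedule: binding step 1.5 h, 37 °C, antibody labelling 20 min, ice / Signal: flow cytometry, PE anti-B7-1 (FL2) versus Alexa647 anti-CD8 (FL8), PFA-fixed / Evaluation: percent CD8+ FL2 mean versus row control / Benchmarks: naked versus QL9-loaded vesicles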
bCat nuc transl = modulators of beta-catenin nuclear translocation, primary screen, imaging, HeLa cells, immunofluorescence, high-content. nuclear translocation activity, % at 5 µM. 0.3% of 190,000 active. AID 1665, 2009;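 active means nuclear translocation activity above 50% at 5 µM, with a well cell count of 50 or more; inconclusive means wells under 50 cells across six images, flagged as toxic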;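 further: per-cell ratio of nuclear to cytoplasmic median beta-catenin stain intensity; plate controls were DMSO negative control for no effect and GSK-3 inhibitor IX positive control for full effect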
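Test system: human HeLa cells, native beta-catenin. Compound dosing: 5 µM primary single dose, 0.1% DMSO, 0.02–20 µM confirmation series. Incubation: compound exposure 24 h at 37°C. Detection: beta-catenin immunostaining with DAPI counterstain, 20x imaging, 6 fields/well. Read-out basis: Nuclear/cytoplasmic beta-catenin signal ratio, % activation.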
WT yeast gro inh mutant strain = also measured in WT yeast gro inh; calls as there; inhibition, %; mitochondrial fusion phenotypic screen, mutant strain inhibition
bCat nuc transl cell count 5 µM = second read-out of bCat nuc transl, no call of its own (marks repeat the call); cell count; measured here: cell count, cytotoxicity flag
T cell HTS vesicle-bound % = also measured in T cell HTS; calls as there; double positive events, %; measured here: CD8+ vesicle-bound cell fraction;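 binding gate set so that unloaded-vesicle control wells show 10% double positive cells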
Myeloid diff 2 GFP+ MAC1+ % = further read-out of Myeloid diff 2, marked with its call; GFP+ MAC1+ double positive, %; measured here: differentiation confirmed by MAC1 staining
* = called active by the depositor; i = inactive; ? = inconclusive; . = not tested or not shown. This is a random part of the collection. Share with any hit: about 3.6%.

SMILES	West Nile virus CPE	WT yeast gro inh	WT yeast gro inh mutant strain	MgcRacGAP inhibition	RSV antiviral HEp-2	Salmonella PhoP GFP	Large T inhibition	Myeloid diff 2	Myeloid diff 2 GFP+ MAC1+ %	T cell HTS	T cell HTS vesicle-bound %	bCat nuc transl	bCat nuc transl cell count 5 µM
COc1ccc2oc(=O)c(C(=O)NCC3CCCO3)cc2c1 (stereo unspecified)	-0.5%	-2.4	7.1	12.1%	0.2%	-1.7%	5.3%	i	0.8	i	14.0	0.1	1240
Cn1cc(C(=O)C(=O)N2CCc3ccccc32)c2ccccc21	-0.6%	.	.	7.0%	2.5%	-1.2%	4.2%	?	.	i	23.9	.	.
C/C(=N\Nc1nccnc1Cl)c1ccc(F)cc1	0.4%	2.6	1.4	-11.2%	0.3%	-5.2%	25.0%	i	0.6	i	23.6	0.7	918
C/C(CC(=O)Nc1ccc(Cl)c(C(F)(F)F)c1)=N\NC(=O)c1cc2ccccc2cc1O	-0.9%	20.9	14.6	6.0%	6.7%	58.4%	5.1%	i	0.6	i	46.9	-0.8	1086
COc1ccc(CNC(=O)CSc2n[nH]c(N)n2)cc1OC	-0.1%	.	.	9.7%	0.6%	9.9%	2.1%	i	1.2	i	58.4	.	.
CCOc1ccc(S(=O)(=O)Nc2ccc(S(=O)(=O)Nc3cc(OC)ccc3OC)cc2)cc1	0.2%	1.4	10.3	2.4%	1.4%	1.8%	11.1%	i	9.2	i	15.7	.	.
COc1ccc2cc3cc(C(=O)NCCCN4CCOCC4)oc3nc2c1	-0.8%	-8.3	-14.5	24.9%	0.8%	5.3%	16.9%	i	1.2	i	34.6	.	.
O=c1[nH]c2ccccc2nc1CCc1ccccc1	-0.6%	12.3	26.6	-1.3%	-0.1%	1.3%	11.2%	i	0.2	i	44.7	-5.0	1157
O=C(CN1C(=O)NC2NC(=O)NC21)N/N=C/c1ccc(F)cc1 (stereo unspecified)	0.0%	-5.5	-11.8	10.4%	3.1%	5.0%	6.1%	i	0.4	i	5.9	1.4	1108
COc1ccc(OC)c(S(=O)(=O)N2CCN(C(=O)CCc3ccccc3)CC2)c1	0.1%	.	.	3.0%	1.1%	3.0%	1.9%	?	.	i	16.1	.	.
C/C(=N\NC(=O)c1ccc2ccccc2c1)c1cccnc1	-0.8%	.	.	7.5%	3.3%	-5.1%	9.2%	i	0.7	i	20.8	.	.
CN(C(=O)CSc1nnc(COc2ccccc2F)n1N)C1CCS(=O)(=O)C1 (stereo unspecified)	.	.	.	6.3%	-1.2%	5.5%	9.2%	i	0.8	i	27.5	.	.
COc1ccc(N2C(=O)C3C(C2=O)C2C=CC3C23CC3)c([N+](=O)[O-])c1 (stereo unspecified)	0.1%	1.0	21.8	13.8%	0.9%	-14.2%	12.7%	i	0.4	i	55.9	-0.8	1006
CCOc1ccc(/C=N/NC(=O)CC(=O)NCc2ccccc2)cc1	-0.2%	-0.7	-10.6	0.1%	1.2%	1.1%	14.3%	i	0.3	i	49.9	-0.2	1489
CC1CCN(S(=O)(=O)c2ccc3[nH]c(=O)[nH]c3c2)CC1	0.0%	.	.	6.8%	1.3%	2.7%	5.1%	i	0.1	i	30.2	.	.
Cc1cccc(NC(=O)C2CCCN(S(=O)(=O)c3c(C)nn(C)c3C)C2)c1 (stereo unspecified)	.	.	.	2.0%	1.8%	.	.	i	1.6	i	17.7	.	.
COc1ccccc1Nc1cc(C(=O)NCc2cccnc2)c2ccccc2n1	-0.3%	.	.	11.1%	1.8%	1.7%	3.0%	i	0.1	i	55.0	2.3	1321
Cn1c(=O)c2cc(S(=O)(=O)NC(C(=O)Nc3cccnc3)c3ccccc3)ccc2n(C)c1=O (stereo unspecified)	0.1%	7.7	-0.8	5.5%	1.4%	9.3%	2.5%	i	1.5	i	42.4	.	.
CCC(=O)Nc1cccc(-c2cn3cccc(C)c3n2)c1	0.5%	.	.	.	.	-5.8%	8.8%	i	1.0	i	17.1	-1.3	1315
Cc1cc(N2C(=O)c3ccc(C(=O)NCc4ccccc4)cc3C2=O)no1	0.0%	-15.8	-18.1	5.0%	0.9%	-1.6%	2.2%	i	0.6	i	53.2	-0.6	1146
Cc1ccc(Nc2nc(N)c([N+](=O)[O-])c(NCCO)n2)cc1	0.4%	.	.	.	.	-5.4%	10.9%	i	0.3	i	18.9	1.1	1254
COc1ccc(C(=O)Cc2nnc(C)s2)c(OC)c1	-0.2%	20.1	-4.4	12.1%	1.1%	4.0%	5.0%	i	0.1	i	37.0	-1.2	565
O=C(COc1ccc(Cl)cc1)NCCN1CCCC1	-0.7%	.	.	11.9%	-0.3%	-1.5%	8.0%	i	0.3	i	45.2	.	.
CCOC(=O)C(NC(=O)c1ccccc1)=C1CCCCC1	0.0%	14.4	17.1	2.5%	0.0%	-2.7%	0.6%	i	0.7	i	37.6	-2.7	881
CN(NC(=O)c1ccc(Cl)cc1)c1cccc(Cl)n1	?	18.6	10.8	7.3%	-0.3%	9.6%	-4.5%	i	0.5	i	26.9	-0.9	1364
O=C(c1cc(COc2ccc(F)c(F)c2)on1)N1CCN(C2CCCCC2)C(=O)C1	-0.7%	.	.	-2.1%	10.4%	0.0%	2.3%	i	4.2	i	31.8	.	.
Cc1ccc(NC(=O)CSc2nc3[nH]ncc3c(=O)[nH]2)c(C)c1	-0.2%	-2.9	-8.3	6.0%	0.9%	-2.0%	10.8%	i	0.7	i	43.6	-0.5	1082
Cc1cccc(C(=O)Nc2ccc3c(c2)C(=O)NC3=O)c1	0.0%	.	.	-2.1%	0.8%	.	.	i	2.4	i	21.1	.	.
O=[N+]([O-])c1cccc(C2NCC(c3ccccc3Cl)c3c2[nH]c2ccccc32)c1 (stereo unspecified)	-0.6%	70.0*	35.9*	-3.5%	?	9.7%	4.0%	i	0.3	i	32.3	-1.5	1047
Cc1ccc(C)c(NC(=O)c2nc(-c3ccccc3)n(-c3ccccc3)n2)c1	0.4%	17.6	-11.9	6.3%	18.3%	-4.4%	-1.8%	i	0.6	i	21.5	0.0	1134
CN(C(=O)c1ccc(NC(=O)Cc2cccc(NC(=O)C3CCCN(C(=O)C4CC4)C3)c2)cc1)C1CCCC1 (stereo unspecified)	.	.	.	10.0%	2.6%	.	.	i	1.9	i	18.9	.	.
Cc1csc2ncc(C(=O)Nc3ccc(C(F)(F)F)cc3)c(=O)n12	-0.3%	15.5	2.2	7.1%	1.0%	-5.5%	-0.7%	i	2.4	i	48.6	-0.4	1007
O=C(Nc1ccc(N2CCN(C(=O)c3ccccc3F)CC2)cc1)c1cncc(Br)c1	2.3%	.	.	4.7%	10.4%	-5.6%	8.8%	i	1.2	i	66.7	.	.
O=C(Nc1cccc2ccccc12)NC1Cc2ccccc2C1	1.1%	.	.	.	0.9%	4.7%	10.5%	i	0.4	i	30.0	-0.7	1263
Cc1cc(OCC(=O)NC(C)(C)C)ccc1Cl	-0.5%	3.0	0.8	3.9%	0.9%	-5.0%	15.3%	i	0.4	i	44.3	-1.2	541
CC(C)(C)C(=O)CC(=O)Nc1ccc(Cl)c(N)c1	0.0%	3.0	9.1	4.3%	-0.4%	8.1%	0.4%	i	5.2	i	25.0	3.5	941
COc1ccc(NC(=O)C2C(c3ccccc3)C2(Cl)Cl)c(OC)c1 (stereo unspecified)	-1.1%	.	.	14.1%	?	12.1%	13.2%	i	0.8	i	44.6	.	.
Cc1nc(SCC(=O)c2ccc(Cl)s2)c2oc3ccccc3c2n1	15.6%	9.9	19.0	3.5%	-1.6%	9.9%	5.0%	i	0.7	i	57.9	0.8	1451
COc1ccc(-n2c(Cc3cccn3C)nnc2SCC(=O)Nc2ccccc2OC)cc1	-0.4%	-15.6	5.2	-2.5%	1.0%	-0.3%	3.9%	i	4.5	i	38.9	-2.8	1111
CCCNC(=O)C1CC(=O)N(c2ccc(OCC(=O)Nc3cc(C)cc(C)c3)cc2)C1 (stereo unspecified)	-0.5%	15.7	5.4	-0.5%	1.9%	.	.	i	0.7	i	55.4	-1.8	1076
CCOC(=O)C1=C(Nc2ccccc2)CC(C)(O)C(C(=O)OCC)C1c1ccccc1 (stereo unspecified)	-0.6%	28.2	0.7	4.3%	4.3%	21.4%	-5.4%	i	0.1	i	29.8	1.6	544
COc1cc(OC)cc(OCC(O)Cn2cnc3cc(C)c(C)cc32)c1 (stereo unspecified)	-0.3%	14.1	3.0	-2.7%	2.5%	8.8%	3.2%	i	1.1	i	9.1	.	.
Cn1c(SCC(=O)N2CC(=O)Nc3ccccc32)nc2ccccc2c1=O	.	.	.	9.6%	2.7%	.	.	i	1.2	i	52.7	.	.
Nc1nnnn1/N=C/c1cc(Cl)ccc1O	0.1%	.	.	6.9%	1.2%	3.5%	33.3%	i	0.9	i	21.8	.	.
CC(C)Cc1nc(SCc2cccnc2)c2c(=O)n(C)c(=O)n(C)c2n1	-1.3%	31.7	6.4	3.3%	2.7%	4.9%	0.7%	i	0.2	i	5.7	-6.2	1117
COc1cccc(N2C(=O)c3cccnc3C2O)c1 (stereo unspecified)	-0.9%	.	.	6.7%	0.9%	2.8%	15.4%	i	0.4	i	51.4	.	.
